Screening results from PubChem.
Bim-Bfl-1 = disrupts Bim binding to human Bfl-1; Q16548; Bead-based flow cytometry, Bim-Bfl-1 binding inhibition; inhibition, % at 10 µM; 190,000 compounds, 0.12% hits; AID 1008;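 further: 0% = wells without compound plus tracer and 100% = blocker peptide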
RGS8-Gao = modulates binding of RGS8 to human Galphao; P09471; multiplexed bead flow cytometry; actives lie on both sides; response (percent of control binding), % at 10 µM; 220,000 compounds, 0.34% hits; in the data active means response below about 60% or above about 140%; inactive means in between;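 further: Galphao activated as the GDP aluminium fluoride complex binding bead-coupled RGS8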
Target sequence (P09471 whole entry, looked up): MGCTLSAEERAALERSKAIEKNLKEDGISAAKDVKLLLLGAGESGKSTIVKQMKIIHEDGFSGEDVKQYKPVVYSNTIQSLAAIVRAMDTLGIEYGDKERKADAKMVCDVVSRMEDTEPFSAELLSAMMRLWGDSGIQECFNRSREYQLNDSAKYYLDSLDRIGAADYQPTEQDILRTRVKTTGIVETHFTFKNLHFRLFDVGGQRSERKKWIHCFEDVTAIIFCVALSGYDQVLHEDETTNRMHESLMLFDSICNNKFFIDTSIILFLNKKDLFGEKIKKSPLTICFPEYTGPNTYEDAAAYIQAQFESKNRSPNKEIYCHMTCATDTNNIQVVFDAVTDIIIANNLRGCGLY
Mcl1 Noxa PPI = disrupts binding of human Mcl-1 to Noxa peptide. Q07820. 220,000 compounds, 1.5% hits. AID 1022. TR-FRET Mcl-1/Noxa peptide binding, 2 h. inhibition, % at 21.7 µM;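 active means compounds that cut the protein-peptide binding signal by more than 50% relative to plate controls in a single-dose test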;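 further: His-tagged Mcl-1 with rhodamine Noxa BH3 peptide and terbium anti-His antibody; 0% = Mcl-1 plus Noxa peptide wells and 100% = peptide-only wells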
Bcl-B Bim block = human Bim-Bcl-B interaction inhibition; bead-based flow cytometry, Bim peptide-Bcl-B binding; 190,000 compounds, 0.073% hits; inhibition, % at 10 µM; AID 951;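 further: 0% = tracer peptide without compound and 100% = reference inhibitor peptide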
Bcl-W Bim block = human Bim-Bcl-W interaction inhibition; Q92843; bead-based flow cytometry, Bim peptide-Bcl-W binding; inhibition, % at 10 µM; 190,000 compounds, 0.02% hits;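 further: 0% = bound tracer without compound and 100% = peptide blocker; higher means less fluorescent Bim peptide bound to Bcl-W beads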
Target sequence (Q92843 whole entry, looked up): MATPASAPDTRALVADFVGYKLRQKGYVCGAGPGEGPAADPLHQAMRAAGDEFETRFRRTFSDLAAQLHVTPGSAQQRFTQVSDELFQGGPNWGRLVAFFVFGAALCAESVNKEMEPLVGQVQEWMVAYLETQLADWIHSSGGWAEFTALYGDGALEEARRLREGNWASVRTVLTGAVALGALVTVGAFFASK
Mcl1 Bid PPI = disrupts binding of human Mcl-1 to Bid peptide | TR-FRET Mcl-1/Bid-Dy647 peptide binding, 1536-well | inhibition, % at 21.7 µM | 220,000 compounds, 0.97% hits;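 active means compounds that cut the binding signal by more than half at the single screening dose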;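 further: His-tagged Mcl-1 with europium anti-His antibody binding Bid BH3 peptide; 0% = Mcl-1 plus peptide wells and 100% = peptide-only wells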
Mcl-1 Bim block = human Bim-Mcl-1 interaction inhibition. Q07820. Bead-based flow cytometry, Bim peptide-Mcl-1 binding. inhibition, % at 10 µM. 190,000 compounds, 0.1% hits;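 further: 0% = no compound tracer wells and 100% = peptide blocker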
Bcl-2 Bim block = disrupts Bim peptide binding to human Bcl-2; P10415; inhibition, % at 10 µM; Bead-based flow cytometry, Bim peptide-Bcl-2 binding; 190,000 compounds, 0.06% hits; in the data active means inhibition above about 40%; inconclusive means no clear call, values can overlap the other calls;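 further: 0% = no compound wells with probe peptide and 100% = reference peptide inhibitor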
Target sequence (P10415 whole entry, looked up): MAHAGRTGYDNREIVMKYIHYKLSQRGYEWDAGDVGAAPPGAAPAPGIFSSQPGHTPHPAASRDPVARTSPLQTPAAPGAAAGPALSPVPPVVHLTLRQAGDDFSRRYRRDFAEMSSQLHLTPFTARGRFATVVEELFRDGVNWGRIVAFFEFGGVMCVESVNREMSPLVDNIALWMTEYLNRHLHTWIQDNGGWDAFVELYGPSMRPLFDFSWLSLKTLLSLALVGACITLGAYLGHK
Bim-Bcl-XL = disrupts Bim peptide binding to human Bcl-XL. bead flow cytometry, fluorescence. 190,000 compounds, 0.04% hits. inhibition, % at 10 µM. Q07817
Target sequence (Q07817 whole entry, looked up): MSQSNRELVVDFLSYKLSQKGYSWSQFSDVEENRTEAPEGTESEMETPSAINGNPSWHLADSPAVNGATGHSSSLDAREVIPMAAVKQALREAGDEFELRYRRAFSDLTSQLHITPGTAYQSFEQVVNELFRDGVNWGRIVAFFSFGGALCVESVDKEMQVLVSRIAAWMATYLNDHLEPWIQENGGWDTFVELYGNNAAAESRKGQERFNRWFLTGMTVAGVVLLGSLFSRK
RGS4-Gao reg = modulates binding of RGS4 to human Galphao; Multiplexed bead flow cytometry; actives lie on both sides; binding response (% of control), % at 10 µM; 220,000 compounds, 0.33% hits; in the data active means binding response below about 49% or above about 150%; inactive means in between;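 further: fluorescent Galphao activated with aluminum fluoride binding bead-coupled RGS4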
RGS7-Gao = modulates binding of RGS7 to human Galphao; Multiplexed bead flow cytometry; actives lie on both sides; binding response (% of control), % at 10 µM; 220,000 compounds, 0.35% hits; in the data active means binding response below about 49% or above about 150%; inconclusive means no clear call, values can overlap the other calls; inactive means in between;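 further: fluorescent Galphao held in activated GDP-AlF4 state binding bead-coupled RGS7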
* hit, by the source's call; u = inconclusive; x = no result given; & = joins results of further samples; [ ] = remark or other dose. Unless noted, no stated cut-off is given here; in the data, active means inhibition above about 40%. An unsorted share of the library, and some 2.7% of all compounds hit somewhere here.

SMILES	Bim-Bfl-1	RGS8-Gao	Mcl1 Noxa PPI	Bcl-B Bim block	Bcl-W Bim block	Mcl1 Bid PPI	Mcl-1 Bim block	Bcl-2 Bim block	Bim-Bcl-XL	RGS4-Gao reg	RGS7-Gao
COc1ccc(NC(=O)C2CCN(C(=O)c3ccccc3)CC2)c(OC)c1	-8	101	23	-7	1	-14	3	-7	-3	104	99
COc1ccc(C=O)cc1COc1ccccc1F	0	82	14	-7	-2	-6	-5	-2	-4	92	91
Brc1ccc(-c2noc(C3CCCCC3)n2)cc1	-6	90	5	-8	-1	3	-4	-1	-6	84	86
CCCNC(=O)NC(=O)CSc1nc2cc(C(=O)OC)ccc2c(=O)n1-c1ccccc1	-4	106	0	-7	2	-22	1	-1	3	113	106
CC(C)Cn1c(CCC(=O)O)ccc1-c1cccs1	-14	97	29	-6	-5	-17	-5	-10	-11	90	100
CCOc1ccc(C)cc1-n1nc2ccccc2n1	-17	98	21	-6	1	-2	-4	-15	-8	96	95
Cn1c(=O)c(Oc2ccc(Cl)cc2)c(O)c2ccccc21	1	106	15	4	2	-14	0	6	0	103	102
COc1ccc(Oc2ccc(C(F)(F)F)cc2NC(=O)c2ccc(OC)cc2)cc1	x	107	1	x	x	-7	x	x	x	108	u
COc1ccc2cc(C(=O)Nc3ccc(F)cc3)sc(=O)c2c1OC	4	90	25	-4	6	7	3	2	4	76	86
O=C(/C=C/c1cccc(Cl)c1)c1nc2ccccc2[nH]1	13	94	29	0	1	25	-1	2	0	93	96
CCNS(=O)(=O)c1cc(OC)ccc1OC	0	87	2	0	-3	-5	1	1	-4	98	102
O=C(Nc1ccc(N2CCCC2)cc1)C(c1ccccc1)c1ccccc1	-3	103	x	-5	4	-1	0	-5	-14	103	102

The final 3 entries of the section before lead into the next:
SMILES	Bim-Bfl-1	RGS8-Gao	Mcl1 Noxa PPI	Bcl-B Bim block	Bcl-W Bim block	Mcl1 Bid PPI	Mcl-1 Bim block	Bcl-2 Bim block	Bim-Bcl-XL	RGS4-Gao reg	RGS7-Gao
O=C(/C=C/c1cccc(Cl)c1)c1nc2ccccc2[nH]1	13	94	29	0	1	25	-1	2	0	93	96
CCNS(=O)(=O)c1cc(OC)ccc1OC	0	87	2	0	-3	-5	1	1	-4	98	102
O=C(Nc1ccc(N2CCCC2)cc1)C(c1ccccc1)c1ccccc1	-3	103	x	-5	4	-1	0	-5	-14	103	102
CCOC(=O)c1c(NC(=O)CN2CCN(C)CC2)sc(C(=O)Nc2ccccc2)c1C	-3	101	21	0	-2	-22	0	-1	-2	99	95
S=c1[nH]nc(-c2cccs2)n1/N=C/c1cn(-c2ccccc2)nc1-c1cccs1	x	99	-44	x	x	-80	x	x	x	100	u
C=CCNCCCCOc1ccccc1-c1ccccc1	0	106	20	1	0	-6	-2	0	-2	102	107
CCN(CC)c1ccc(/C=N/NC(=O)c2cc(C)nc3ccccc23)cc1	x	102	43	x	x	-12	x	x	x	100	u
Cc1cccc(CSc2ccc(-c3ccco3)nn2)c1	-12	98	9	-12	-6	-3	-5	-6	-6	96	91
COc1ccccc1N1CCN(C(=O)c2ccc(C(C)(C)C)cc2)CC1	-22	99	-11	-9	-4	-5	-6	-13	-12	100	104
OCC1(Cc2ccccc2)CCCN(Cc2cnn(-c3ccccc3)c2)C1 (configuration not stated)	-3	100	19	-3	-1	-3	6	0	0	101	98
CCOC(=O)C1=C(C)NC(=O)N(C(C)=O)C1c1ccc(Cl)cc1 (configuration not stated)	-1	103	10	-4	-4	-5	-5	0	-1	115	104
C=CCOc1cccc(CNCCCN2CCOCC2)c1	-5	101	13	-1	0	10	1	-3	0	104	99
CCOC(=O)N1CCN(C(=O)c2ccc3c(c2)N(CC)CCS3)CC1	-6	97	32	-5	-5	-31	-9	-5	-3	103	104
OC1(c2ccc(Br)cc2)CN(c2ccccc2)C2=[N+]1CCS2 (configuration not stated)	6	104	25	0	-3	-28	-2	-3	-6	104	u
CC(C)(C)Sc1ccc(/C=N/O)cc1[N+](=O)[O-]	-3	102	-5	-1	4	-35	2	-5	-4	102	102
Cc1cc(C)c2c(-n3cccc3)nn(CC#N)c2n1	-12	102	7	-5	2	-30	0	-1	0	101	99
O=C(NNC(=O)c1cccnc1SCc1cccc([N+](=O)[O-])c1)c1ccc(F)cc1	-16	101	11	-10	-4	0	-3	-11	-6	99	98
CC(C(=O)NCc1cccs1)n1cccc1 (configuration not stated)	-8	102	1	-4	3	-44	2	-11	-3	97	98
Cc1cc(C)n(CC2CC(=O)N(c3ccc(F)c(Cl)c3)C2=O)n1 (configuration not stated)	-16	98	1	-6	-3	-22	-4	-11	-9	102	100
O=C(c1ccccc1)N1CCN(C(=O)C23CC4CC(CC(C4)C2)C3)CC1	2	88	12	0	-1	0	0	2	-1	95	90
O=C(Nc1ccc2c(c1)OCCO2)C1CCCN1S(=O)(=O)c1cccc2cccnc12 (configuration not stated)	0	105	-2	-1	0	-22	-2	-2	-1	103	102
CCN(C(=S)Nc1ccccc1F)C1CCCCC1	-1	101	-7	-4	1	-36	-7	0	1	98	100
Cn1c(=O)cc(N2CCCCC2)[nH]c1=O	-10	105	31	-8	0	-20	-1	-7	-3	112	107
COc1c2ccc(C(=O)NCCCCc3ccccc3)cc2nn1C	-2	101	4	-1	-4	-20	-3	-3	0	104	103
Cc1nn(-c2nc3ccccc3n2Cc2ccccc2)c2c1C(=O)CC(C)(C)C2	-16	100	2	-12	-2	-3	-5	-11	-4	99	100
CCC(Sc1ncccc1C(=O)OC(C)C)C(=O)N1CCOCC1 (configuration not stated)	1	100	6	2	1	2	0	2	0	96	94
Cc1c(NC(=O)COC(=O)COc2ccc(Nc3ccccc3)cc2)c(=O)n(-c2ccccc2)n1C	-4	140*[activator]	8	-2	0	-34	0	0	1	143	155*[activator]
COC(=O)C1=C(C)Nc2nnnn2C1c1ccco1 (configuration not stated)	-11	102	5	-3	0	-22	2	-9	-4	99	101
CCOc1c2ccc(C(=O)NCc3cc(C(F)(F)F)cc(C(F)(F)F)c3)cc2nn1C	-1	96	16	-2	-4	4	-2	-5	-2	98	99
Cc1cccc2c(C(=O)O)c3c(nc12)CCCCC3	0	100	-7	1	-1	-15	-1	0	1	96	94
CCOC(=O)C(=O)C1=C(N2CCOCC2)/C(=C\c2ccc(F)cc2)CC1	1	76	-1	-4	-1	-37	-2	0	-3	86	84
CCn1cc(C(=O)NCCCN2CC(C)CC(C)C2)c2cc(OC)c(OC)cc2c1=O (configuration not stated)	-13	111	10	-5	0	4	-5	-7	-6	118	114
Cc1cc(O)c(C2=Nc3ccccc3SC(c3ccc(Cl)cc3)C2)c(=O)o1 (configuration not stated)	-1	106	21	-9	-6	0	-3	1	-6	105	109
CCOC(=O)/C(=C\c1cn(C)c2ccccc12)[N+](=O)[O-]	-5	113	28	-3	-2	3	-2	-3	-4	108	104
CCc1nnc(NC(=O)NCN2C(=O)C3C4C=CC(C4)C3C2=O)s1 (configuration not stated)	-12	100	12	-7	-2	0	-2	-9	-2	99	98
COc1ccc(S(=O)(=O)Nc2cccnc2)cc1	x	91	-4	x	x	-34	x	x	x	89	u
Cc1ccccc1NS(=O)(=O)c1ccc2[nH]c(=O)[nH]c2c1	-4	100	11	1	-1	-23	0	-1	0	100	99
CCCCNC(=O)C(c1ccc(OCC(=O)OC)c(C(=O)OC)c1)N(CCOC)C(=O)CCCCCN1C(=O)NC(c2ccc(-c3ccccc3)cc2)C(C(=O)OCc2ccccc2)=C1C (configuration not stated)	x	92	-28	x	x	-25	x	x	x	89	u
COc1cccc(C(=O)COc2ccc3c(C)c(Cc4ccccc4)c(=O)oc3c2)c1	-1	99	10	-2	-2	-3	-1	-1	-2	97	99
Cc1cccc(OCCCC(=O)Nc2ccc(S(N)(=O)=O)cc2)c1C	4	105	13	-2	-1	-30	-4	-2	-1	106	104
Cc1onc(-c2ccccc2)c1C(=O)/C=C/N(C)C	x	100	5	x	x	-11	x	x	x	99	u
Cc1[nH]c2ccccc2c1/C=N/NC(=O)c1cccc([N+](=O)[O-])c1	-5	104	15	0	1	-12	1	-3	-2	105	103
Cc1nnc(Nc2ccc(C(=O)O)cc2)[nH]c1=O	-5	103	8	-2	1	-15	1	1	0	103	102
CCOc1ccc(-n2c(=O)c3sccc3n(CC(=O)Nc3cccc(OC)c3)c2=O)cc1	-3	95	-13	-1	0	-16	0	2	-5	93	97
CCOC(=O)C1=C(C)NC(C)=C(C(=O)OCC)C1C(=O)OCC(=O)N1CCc2ccccc2C1	-15	97	13	-6	0	-14	-3	-8	-1	95	95
O=C1c2ccccc2-c2cccc(C(=O)N3CCCCCC3)c21	-3	98	12	-4	-4	-20	-3	-2	-5	97	97
O=C(N/N=C/c1ccco1)c1cc(-c2ccc(Cl)cc2)n[nH]1	x	101	14	x	x	-4	x	x	x	96	u
Nc1nnc(-c2cccc(Cl)c2Cl)c(N)n1	-1&0	100&95	21&-31	-6&0	0&-1	-2&3	0&1	0&-2	-1&0	99&91	98&90
C/C=C/C=C/C(=O)Nc1nccs1	1	101	-12	-3	-4	-20	-5	0	-6	100	102
CN(C)CCNC(=S)Nc1ccc(Cl)cc1Cl	0	103	5	-10	-4	-20	-4	0	-7	102	103
CC(C)(C)C(=O)Nc1ncc(C(F)(F)F)cc1Cl	-14	101	27	-10	-1	41	-2	-7	-5	99	99

Two records picked at random from the list so far, as already listed:
SMILES	Bim-Bfl-1	RGS8-Gao	Mcl1 Noxa PPI	Bcl-B Bim block	Bcl-W Bim block	Mcl1 Bid PPI	Mcl-1 Bim block	Bcl-2 Bim block	Bim-Bcl-XL	RGS4-Gao reg	RGS7-Gao
CCOc1ccc(-n2c(=O)c3sccc3n(CC(=O)Nc3cccc(OC)c3)c2=O)cc1	-3	95	-13	-1	0	-16	0	2	-5	93	97
C/C=C/C=C/C(=O)Nc1nccs1	1	101	-12	-3	-4	-20	-5	0	-6	100	102

The listing continues.
SMILES	Bim-Bfl-1	RGS8-Gao	Mcl1 Noxa PPI	Bcl-B Bim block	Bcl-W Bim block	Mcl1 Bid PPI	Mcl-1 Bim block	Bcl-2 Bim block	Bim-Bcl-XL	RGS4-Gao reg	RGS7-Gao
COc1ccc(N2CCN(C(=O)CSc3nnc(-c4ccc5[nH]c(C)c(C)c5c4)o3)CC2)cc1	4	97	6	2	8	-11	3	1	4	105	98
CCC(C)(C)n1nnnc1C(C(C)C)N(Cc1ccco1)Cc1cc2cc3c(cc2[nH]c1=O)OCO3 (configuration not stated)	-1	98	9	-3	0	-11	-1	-3	-1	100	97
Cc1cc(C)c(NC(=O)CS(=O)CC(=O)NCC2CCCO2)c(C)c1 (configuration not stated)	-13	98	-2	-7	2	5	-1	-12	-1	99	97
COc1ccccc1CCN=C(N)NS(=O)(=O)c1ccc(C)cc1	-10	104	5	-7	-5	-12	-2	-5	-4	101	104
CCCC(=O)Nc1ccc(C(=O)N2CCCC2)cc1	-13	101	9	-9	4	16	-3	-12	0	101	98
CCOC(=O)c1sc(Nc2ccc(Br)cc2)nc1C	x	102	26	x	x	18	x	x	x	101	u
COC(=O)c1ccc(CNC(=O)COc2ccccc2Br)o1	0	97	-1	0	-1	-8	-3	-2	2	100	98
O=C1COc2ccc(C(=O)CSc3nnc(Cc4cccs4)n3-c3ccc(Cl)cc3)cc2N1	0	98	-20	-3	0	11	0	2	1	99	99
